PriA SSB inh: blocks PriA binding to SSB C-terminal tail | AlphaScreen SSBct-PriA binding, biotinylated peptide | inhibition, % at 33 µM | hit rate 0.6% among 430,000; in the data active = inhibition mostly above about 37%, no sharp cut-off; inactive = mostly below about 20%;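 note: plate controls were negative control peptide for no effect and reference peptide for full effect; strong numbers were not always called active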
The depositor's hits bear a star; & = joins results of further samples.

SMILES	PriA SSB inh
O=C(CSCc1ccc([N+](=O)[O-])cc1)NN=Cc1cccnc1	-22
CCOc1ccc(C=NNC(=O)C(C)Sc2ccccn2)cc1OCC (stereo not drawn)	3
C=C(C)COc1cc2oc(=O)c(CC(=O)N3C[C@H]4C[C@H](C3)c3cccc(=O)n3C4)c(C)c2cc1Cl	2
O=c1nc(SCc2ccc([N+](=O)[O-])cc2)c2c(n1Cc1cccnc1)CCC2	18
CCOc1ccc(-c2nc(NC(=O)c3ccc(Cl)s3)sc2C)cc1	-17
O=C(Nc1ccc(F)c(Cl)c1)c1cc(S(=O)(=O)N2CCCCCC2)ccc1F	-7
COc1ccc(Cl)cc1C(=O)N1CCN(c2ncncc2C)CC1	10
Nc1n[nH]c(=S)n1N=C1C(=O)Nc2ccccc21	-5
O=C(NCCc1c[nH]c2ccccc12)C1COCC(=O)N1Cc1cccs1 (stereo not drawn)	14
CCc1ccc(S(=O)(=O)NCc2nn(CCN3CCCC3)c(=O)c3ccccc23)s1	44*
Cc1cc(C)c(S(=O)(=O)n2nc3ccccc3n2)c(C)c1	-2
O=C(Nc1ccccc1)Nc1nc(C(=O)NC2CCCCC2)cs1	-1
O=C(CCC(=O)c1ccc(Cl)cc1)Nc1ccccc1Cc1nc(-c2ccco2)no1	3
Brc1cccc(-c2ccccn2)n1	40
CCN(CC)CCCN1C(=O)C(=O)C(=C(O)c2ccccc2)C1c1cc(OC)ccc1OC (stereo not drawn)	-9
Cn1cccc1CC(=O)NN=C/C=C/c1ccco1	-4
CCS(=O)(=O)C1CN(C(=O)c2c(C)nn(C)c2C)C1	-8
COc1ccc(-c2cc3ccc4c(c3oc2=O)CN(CC2CCCO2)CO4)cc1OC (stereo not drawn)	1
CCOc1ccccc1NC(=O)C(=O)NCCSc1ncc(-c2ccccc2)[nH]1	15
COc1ccc(S(=O)(=O)NCc2ccsc2)cc1C	-4
CCOc1ccc2nc(N3CCN(C(=O)c4ccccc4NS(=O)(=O)c4ccc(C)cc4)CC3)sc2c1	-19
Cc1ccc2ncc(C(=O)Nc3ccc(C)c(Cl)c3)c(=O)n2c1	8
CC(C)c1c(C(=O)NN=Cc2ccccc2OCc2c(F)cccc2Cl)nnn1-c1nonc1N	-6
Cc1ccc(Oc2cc(N3CCN(C(=O)c4ccco4)CC3)nc(C)n2)cc1	2&2
O=C(CC1SC(=O)N(c2ccccc2)C1=O)NC(=S)Nc1cccc([N+](=O)[O-])c1 (stereo not drawn)	17
Cn1c(Cc2ccc(Cl)cc2)nc2ccccc21	-36
COc1ccc(Cl)cc1C(=O)N(CCc1cccs1)Cc1ccco1	5
CSc1ncccc1C(=O)N1CC(N2C(=O)C3CC=CCC3C2=O)C1 (stereo not drawn)	-3
Cc1cc(S(=O)(=O)NCc2ccccc2)cc([N+](=O)[O-])c1C	11
COc1ccc(OC)c(C=NNC(=O)c2ccc(=O)n(C)c2)c1	-5

Looked up one by one from the entries so far:
SMILES	PriA SSB inh
CC(C)c1c(C(=O)NN=Cc2ccccc2OCc2c(F)cccc2Cl)nnn1-c1nonc1N	-6
COc1ccc(S(=O)(=O)NCc2ccsc2)cc1C	-4
COc1ccc(OC)c(C=NNC(=O)c2ccc(=O)n(C)c2)c1	-5
Cc1cc(S(=O)(=O)NCc2ccccc2)cc([N+](=O)[O-])c1C	11

Additional records follow:
SMILES	PriA SSB inh
CC(O)(CNS(=O)(=O)Cc1ccccc1)c1cc2ccccc2o1 (stereo not drawn)	0
Cc1cc(-c2n[nH]c(=S)n2N=Cc2ccccc2[N+](=O)[O-])n[nH]1	2
O=C(c1ccc2ccccc2c1)N1CCN(c2ccc(-c3cccnc3)nn2)CC1	-5
Fc1cc(-c2ccncc2)c2ncccc2c1	34
CC(C)S(=O)(=O)c1ccc(CC(=O)NCC2(c3cccs3)CCCC2)cc1	3
CCOc1ccc(S(=O)(=O)NCC(c2ccco2)S(=O)(=O)c2cccs2)cc1 (stereo not drawn)	6
CS(=O)(=O)N1Cc2cncnc2C1	-21
CCN(CC)CCN(C(=O)Cc1ccc2c(c1)OCO2)c1nc2c(C)c(C)ccc2s1	2
COc1ccc(C)cc1S(=O)(=O)N1CCN(Cc2nc(-c3cccs3)cs2)CC1	-1
CCCCC(=O)NCc1nc(C)cc(N2CCOCC2)n1	0
Nc1nonc1-n1nnc(C(=O)NN=Cc2cccc(Cl)c2)c1CN1CCCC1	-4
COc1cccc(C2CC(c3ccc(Br)cc3)=NN2C(=O)CSCc2ccccc2)c1OC (stereo not drawn)	11
CCC1CCCCN1S(=O)(=O)c1ccc(C(=O)Nc2ccc(S(=O)(=O)Nc3nccc(C)n3)cc2)cc1 (stereo not drawn)	-6
CCN1CCN(S(=O)(=O)c2nn(Cc3cc(C)ccc3C)cc2C(=O)O)CC1	-6
NCC(=O)NCc1nc(Cc2ccccc2)no1	10
CCN(CC)c1ccc(C=NN2CCN(c3ccccc3OC)CC2)cc1	-2
O=C(O)c1ccc2c(n1)CCCN2	2
COc1nn(C)cc1C(=O)Nc1ccccc1Cc1nc(-c2ccco2)no1	-16
Cc1cc(NC(=O)c2ccc(S(=O)(=O)N(C)Cc3ccco3)cc2)no1	-14&-4
COc1ccc(C=NNC(=O)CN(c2ccc(OC)cc2)S(=O)(=O)c2ccccc2)cc1	-16
COc1ccc(CC(=O)Nc2cc(C)nc3c(C)cc(C)cc23)cc1OC	-1&5
O=C(CSc1nc2scc(-c3ccc(F)cc3)c2c(=O)n1-c1ccccc1)Nc1nsc(-c2ccccc2)n1	-7
O=c1[nH]c2cc(S(=O)(=O)N3CCCCC(c4ccc(F)cc4)C3)ccc2o1 (stereo not drawn)	-26
O=C(CCc1ccccc1Br)NCC1(Sc2ccccc2)CCOCC1	6
O=C(Nc1cc(N2CCOCC2)ncn1)c1c(F)cccc1Cl	-13
O=C(Cc1csc(NC(=O)Nc2ccc(Cl)cc2)n1)NCc1ccc(F)cc1	-7
CCOC(=O)C(=NNc1ccccc1)c1csc(Nc2ccccc2)n1	1
COc1cc(-c2nc3ccccn3c2N=Cc2ccc(F)cc2)ccc1O	12
COc1ccccc1C=NNC(=O)c1c(-c2ccccc2)noc1C	8
CCc1nnc(NS(=O)(=O)c2ccc(NC(=O)c3ccc(S(=O)(=O)N4CCCc5ccccc54)cc3)cc2)s1	-10&12

Filtered by structure: the compounds so far with a COOH group.
SMILES	PriA SSB inh
CCN1CCN(S(=O)(=O)c2nn(Cc3cc(C)ccc3C)cc2C(=O)O)CC1	-6
O=C(O)c1ccc2c(n1)CCCN2	2

The list continues.
SMILES	PriA SSB inh
O=C(CCn1cnc2c(cnn2-c2ccccc2)c1=O)NC(c1ccccc1)c1ccccc1	-6
O=S(=O)(c1cccs1)N1CCOC12CCNCC2	4
COC(=O)c1sccc1S(=O)(=O)NCCc1nc(-c2ccco2)cn1C	10
O=C(c1ccc(Br)cc1)N(Cc1ccsc1)CC(F)(F)F	-39
Cc1ccc(CNC(=O)c2sc(=S)n(-c3ccc(Cl)cc3)c2N)cc1	2
O=C(OC1CN(c2nc3ccc(F)cc3s2)C1)c1ccc(Br)s1	-11
Cc1ccc(C(=O)NC(C)C(=O)NC2CCCCC2)cc1 (stereo not drawn)	6
COc1ccc(C2=NN(C(=O)CSC3CCCCC3)[C@H](c3ccc(OC)cc3)C2)cc1	3
COc1cc(Br)cc(Br)c1OCC(=O)NN=Cc1c(C)n(C)n(-c2ccccc2)c1=O	-5
O=C(COc1ccccc1)Nc1nnc(Cc2ccc3c(c2)OCO3)o1	-9
COc1ccc(OC)c(C=NNC(=O)C(=O)N2CCCC2)c1	-7
O=C(CCc1nc2sc3c(c2c(=O)[nH]1)CCCCC3)Nc1ccc(F)c(Cl)c1	-13&-10
NC(=O)c1ccccc1OCC#CCNC(=O)c1ccno1	-12
Cc1ccc(NC(=O)C(=O)NCC(c2ccc(F)cc2)N2CCN(C)CC2)cc1Cl (stereo not drawn)	-4
CCOC(=O)C(C)Sc1nc2c([nH]c3ccccc32)c(=O)n1-c1ccccc1 (stereo not drawn)	0
COc1ccc(NC(=O)Cn2cccc(-c3nc(-c4ccc(OC)c(OC)c4)no3)c2=O)cc1Cl	-9
COc1ccc(-c2csc3c(=O)n(Cc4cccc(Cl)c4)cnc23)cc1OC	4
O=C1OC2(CCCCC2)OC(=O)C1=CNc1ccc(Cl)cc1C(F)(F)F	-2
COc1ccc(C=O)cc1Cn1c(=O)n(CCCCC(=O)NCc2ccco2)c(=O)c2ccccc21	16
CCOc1ccc(-n2c(=S)sc3c(=O)[nH]c(SCc4ccccc4)nc32)cc1	23
CCOC(=O)c1sc(NC(=O)CCCOc2ccc(C(C)(C)CC)cc2C(C)(C)CC)c(C(=O)OCC)c1C	1&3
CCn1c(SCc2nc(-c3ccc(OC)cc3OC)no2)nc2ccccc2c1=O	-4
COC(=O)c1ccc(Cn2cc(-c3nc(-c4ccsc4)no3)ccc2=O)o1	-10
COC(=O)Cn1c(=NC(=O)C2COc3ccccc3O2)sc2cccc(OC)c21 (stereo not drawn)	2
Cc1ccc(C(N)=NOC(=O)c2ccc3ccccc3c2)cc1	0
CCOc1ccc(NC(=O)CCn2cncn2)cc1	-7
O=[N+]([O-])c1cc(C=NNc2nc(N3CCCCC3)nc(N3CCCCC3)n2)ccc1O	19
Cc1cccc(N2C(=O)CSC2=NNC(=O)c2ccc(Cl)cc2)c1C	-3
Cc1ccc(CN2CCN(N=C/C=C/c3ccccc3[N+](=O)[O-])CC2)cc1	28
CC(=O)Nc1nc2c(C)cc(Cl)cc2s1	-8

Exported field by field: 4 of the compounds above
COC(=O)Cn1c(=NC(=O)C2COc3ccccc3O2)sc2cccc(OC)c21 (stereo not drawn)
  PriA SSB inh = 2
Cc1cccc(N2C(=O)CSC2=NNC(=O)c2ccc(Cl)cc2)c1C
  PriA SSB inh = -3
CCOc1ccc(-n2c(=S)sc3c(=O)[nH]c(SCc4ccccc4)nc32)cc1
  PriA SSB inh = 23
COc1ccc(C=O)cc1Cn1c(=O)n(CCCCC(=O)NCc2ccco2)c(=O)c2ccccc21
  PriA SSB inh = 16

New compounds follow
SMILES	PriA SSB inh
COc1ccc(C(=O)NCCn2ncc3c(N4CCN(c5ncccn5)CC4)ncnc32)cc1OC	-9
CCCCCCC(=O)NN=Cc1ccc(Br)cc1	0
Cn1c(=O)c2c(nc(Br)n2CC(=O)c2ccc(Cl)cc2)n(C)c1=O	-8
Cc1n[nH]c(C)c1S(=O)(=O)NCCOc1ccc(-c2cccs2)nn1	2
CC(=O)c1ccc(NC(=O)CSc2ncc(-c3ccc(Cl)cc3)o2)cc1	-16
COc1cc(OC)c(NC(=O)Cn2cnc3c(sc4nc(C)cc(C)c43)c2=O)cc1Cl	4
CC(=O)Oc1c(Br)cc(N(C(C)=O)S(=O)(=O)c2ccc(Cl)cc2)c2ccccc12	-5
Cc1cc(NC(=O)C(=O)c2c(C)[nH]c3ccccc23)n(-c2nc(-c3cccs3)cs2)n1	7
Cc1ccc(C=Nn2cnnc2)s1	2
Cc1ccc(C)c(N2CCN(S(=O)(=O)c3ccsc3C(=O)NCCc3ccccc3)CC2)c1	-14
CCC(=O)Nc1ccc(S(=O)(=O)NCC(O)c2cccn2C)c(C)c1 (stereo not drawn)	-19
Cc1ccc(C(=O)c2cn(Cc3c(F)cccc3Cl)c3nc(C)ccc3c2=O)cc1	-1
CC(=NNC(=O)c1nn(C)cc1Br)c1cccc(NC(=O)C2CCCC2)c1	6
COc1ccc(C(=O)NCC2(c3ccccc3)CCOCC2)cc1F	-12
O=C(NCCOc1ccccc1)Nc1ccc(CC(=O)N2CCCC2)cc1	-14
CN1C(=O)C(C)(C)COc2ccc(NS(=O)(=O)c3ccc(F)cc3)cc21	-1
CC(CCc1ccco1)=NNC(=O)CNc1c(Br)cc(Br)cc1Br	-5
Cc1ccccc1OCC(=O)NC(C)Cc1ccoc1 (stereo not drawn)	7
O=C(NCc1cc(C2CC2)n(C2CCCC2)n1)c1nc2ccccc2s1	-10
CC(C)N(CC#CCNC(=O)Nc1ccccc1C(F)(F)F)C(C)C	1
COc1ccc(N=C2OC(=Cc3sc(=S)n(CC4CCCO4)c3O)N=C2C#N)cc1 (stereo not drawn)	2
Cc1ccc2nc(NC(=O)CCn3c(=O)oc4ccc(Cl)cc43)sc2c1	5
Cn1ccc(C(=O)NN=Cc2ccncc2)n1	-11
O=C(Cn1cnc(-c2ccccc2)cc1=O)Nc1ccccn1	-6
CCCN1C(=O)C(C)(C)COc2ccc(NC(=O)COc3ccc(OC)cc3)cc21	39
O=C(c1ccc(-c2cccs2)cc1)N1C2C=CCC1CC2 (stereo not drawn)	-4
Cc1ccccc1-c1noc(-c2sccc2S(=O)(=O)N(C)c2ccc(F)c(F)c2)n1	-3
CCOC(=O)c1ccc2nc[nH]c2c1	-10
O=C1CCSC[C@@H](C(=O)N2CCN(c3cccc(C(F)(F)F)c3)CC2)N1	-7
O=C(CCCOc1ccccc1)Nc1cc(Cl)cc(Cl)c1	-50
Cc1ccc2nc(-c3ccc(NC(=O)C4CCCN4S(C)(=O)=O)cc3)sc2c1 (stereo not drawn)	-9
O=C(Cn1cnc2c(sc3cccc(F)c32)c1=O)Nc1ccc(F)cc1Cl	-2
COC(=O)c1ccccc1NC(=O)COC(=O)CON=C(C)c1ccc2c(c1)OCO2	-5

Single entries from the list:
Cc1ccc2nc(NC(=O)CCn3c(=O)oc4ccc(Cl)cc43)sc2c1 – PriA SSB inh = 5
Cn1ccc(C(=O)NN=Cc2ccncc2)n1 – PriA SSB inh = -11

Some of the compounds tested (hit frequency here may not be typical).
